GalR3 antag = human GalR3 antagonism; HEK293 GalR3-CNG cAMP membrane potential fluorescence; galR3 body fused to GalR1 C-terminus; inhibition, % at 3 µM; 360,000 tested, 0.44% active; O60755;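 active = inhibition above the screen-wide average plus 3 SD, cut at about 13% in these data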;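 note: forskolin and galanin both at EC90 stimulate the cells; cAMP rise reported by CNG channel membrane potential dye signal; 0% = forskolin plus galanin with DMSO and 100% = forskolin alone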
Target sequence (O60755 1-299 limits assumed): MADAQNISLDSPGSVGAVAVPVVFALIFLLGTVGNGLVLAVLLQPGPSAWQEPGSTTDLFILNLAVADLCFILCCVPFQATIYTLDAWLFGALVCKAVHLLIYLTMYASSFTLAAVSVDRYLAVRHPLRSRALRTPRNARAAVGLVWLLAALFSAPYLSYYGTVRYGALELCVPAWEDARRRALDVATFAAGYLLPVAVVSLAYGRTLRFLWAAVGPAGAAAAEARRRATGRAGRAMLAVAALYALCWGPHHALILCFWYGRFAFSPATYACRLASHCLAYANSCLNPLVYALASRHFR
V1aR counter = activates human V1a receptor in oxytocin agonist counter-screen. P37288. CHO-V1R cells, Fluo-8 calcium fluorescence, agonist mode; 0% DMSO, 100% 3 nM vasopressin. 320,000 tested, 0.25% active. AID 2797. activation, % at 3 µM;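 active = activation above the mean activation of all tested compounds plus 3 SD, per screening run, cut at about 20% in these data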;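 note: signal is peak over basal fluorescence ratio across a 100 second FLIPR read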
Target sequence (P37288 whole entry, looked up): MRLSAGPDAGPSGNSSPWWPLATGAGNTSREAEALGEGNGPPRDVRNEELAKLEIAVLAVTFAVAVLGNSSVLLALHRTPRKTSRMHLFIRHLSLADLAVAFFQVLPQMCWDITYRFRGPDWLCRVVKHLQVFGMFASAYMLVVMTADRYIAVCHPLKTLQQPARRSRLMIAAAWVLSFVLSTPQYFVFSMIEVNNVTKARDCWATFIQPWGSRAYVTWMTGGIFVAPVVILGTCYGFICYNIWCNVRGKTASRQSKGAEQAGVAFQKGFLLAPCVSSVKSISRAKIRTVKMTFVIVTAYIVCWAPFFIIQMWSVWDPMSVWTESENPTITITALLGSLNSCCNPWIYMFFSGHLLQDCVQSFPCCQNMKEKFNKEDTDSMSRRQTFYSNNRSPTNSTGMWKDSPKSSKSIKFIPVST
OXTR potentiator = potentiates the human oxytocin receptor response; activation, % at 3 µM; CHO-OTR cells, Fluo-8 calcium fluorescence, potentiator mode; 0% = oxytocin EC15, 100% = EC100; P30559; 320,000 tested, 0.061% active;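 active = activation above that plate's cutoff, the mean activation of tested compounds plus 3 SD, cut at about 6.6% in these data, passing the limit was not always enough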;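 note: 100% uses oxytocin at 75 nM as the full agonist control; some results filed as inactive read as strong as hits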
Target sequence (P30559 whole entry, looked up): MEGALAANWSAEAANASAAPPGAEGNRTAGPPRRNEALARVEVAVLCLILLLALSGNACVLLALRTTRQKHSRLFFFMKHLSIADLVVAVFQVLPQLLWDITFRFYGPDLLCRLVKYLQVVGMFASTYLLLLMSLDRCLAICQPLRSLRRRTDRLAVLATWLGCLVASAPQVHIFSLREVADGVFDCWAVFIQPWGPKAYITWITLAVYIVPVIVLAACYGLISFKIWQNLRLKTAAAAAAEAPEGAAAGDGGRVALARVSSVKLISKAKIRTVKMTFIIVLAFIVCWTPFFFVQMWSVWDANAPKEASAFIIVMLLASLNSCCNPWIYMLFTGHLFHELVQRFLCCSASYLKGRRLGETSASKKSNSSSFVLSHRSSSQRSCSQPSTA
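Dosing: Single dose, 3.0 µM nominal final compound concentration | Material: Human OTR in CHO cells | Technique: Kinetic Fluo-8 calcium fluorescence | Benchmarks: EC15 oxytocin alone as 0%, 75 nM oxytocin as 100% | Probe or stimulus: Oxytocin at about EC15, sub-maximal agonist stimulus | Incubation: Compound 6 min at room temperature before oxytocin, 100 s read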
NALP1 yeast inh = NALP1 inhibition; S. cerevisiae NALP1/ASC/caspase-1 growth, X-gal OD620, 72 h; inhibition, % at 10 µM; 280,000 tested, 0.61% active; AID 2071; in the data active = inhibition mostly above about 24%, no sharp cut-off; inactive = mostly below about 32%; note: some compounds called inactive have numbers as strong as hits
OXTR ag = human OXTR agonism. P30559. CHO-OTR cells, Fluo-8 calcium fluorescence; normalized: DMSO 0%, oxytocin 100%. activation, % at 3 µM. 320,000 tested, 0.32% active. AID 2435;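 active = activation above the mean of all tested compounds plus 3 SD, cutoff set per screening run, cut at about 20% in these data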;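 note: peak over basal fluorescence ratio from a 100 s FLIPR kinetic read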
MEKK2 mut-MEK5 = signal of MEK5 binding to mutant human MEKK2 PB1 domain | bead flow cytometry, Alexa488-MEK5 binding to MEKK2 mutant | percent response, % at 10 µM | 290,000 tested, 0.35% active; in the data active = percent response above about 24%, passing the limit was not always enough; note: inactives centre near 1; some results filed as inactive read as strong as hits
MEKK2 WT-MEK5 = raises or lowers MEK5 binding to wildtype human MEKK2 PB1 domain. Q9Y2U5. bead flow cytometry, Alexa488-MEK5 binding to MEKK2 WT; actives lie on both sides. binding response (% of control), % at 10 µM. 290,000 tested, 1.1% active. AID 1531; in the data active = binding response below about 67% or above about 130%
GPR7 antag = blocks human GPR7 receptor signaling. P48145. GPR7-expressing cells, fluorescence antagonist assay. inhibition, % at 4.4 µM. 290,000 tested, 1.1% active. AID 1861; in the data active = inhibition above about 16%, passing the limit was not always enough;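 note: cells stimulated with the agonist NPW; 0% = agonist with vehicle and 100% = vehicle without agonist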
PfM18AAP inh = PfM18AAP enzyme inhibition | recombinant PfM18AAP, H-Glu-NHMec fluorogenic cleavage | inhibition, % at 7.35 µM | 290,000 tested, 1.2% active;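 active = inhibition above the campaign mean inhibition over all tested compounds plus 3 SD, cut at about 28% in these data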;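 note: 0% = plate median of test compound wells and 100% = 2 mM ZnCl2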
The depositor's hits bear a star; x = no result given; [ ] = another dose, or the depositor's remark.

SMILES	GalR3 antag	V1aR counter	OXTR potentiator	NALP1 yeast inh	OXTR ag	MEKK2 mut-MEK5	MEKK2 WT-MEK5	GPR7 antag	PfM18AAP inh
COc1ccc(S(=O)(=O)Nc2ccccc2OC)cc1C	-18	0.3	-5	5	0.3	-2	92	3	0
CCCC(=O)NCCc1cc(OC)c(OC)cc1Br	-6	0.4	-5	27	-1.0	2	98	-1	-2
CCC(=O)N1c2ccc(S(=O)(=O)CCC(=O)N3CCN(c4ccccc4)CC3)cc2CC1C (configuration not stated)	-5	4.6	-9	9	3.4	x	x	-9	-6
COCCNC(=O)C(c1cccs1)N(C(=O)Cn1nnc2ccccc21)c1ccccc1 (configuration not stated)	-2	-0.9	-6	2	-0.4	4	111	-7	0
O=C(NCC1CC1)c1cccc2c1C(=O)c1ccc(-c3ccc(OC(F)(F)F)cc3)cc1S2(=O)=O	-5	0.9	-3	x	0.9	x	x	x	x
O=C(NC(=S)Nc1ccc(N2CCOCC2)cc1)c1cccc(Cl)c1Cl	7	x	x	17	x	-4	101	-3	-7
COc1ccc(C)cc1NC(=O)C(OC(=O)c1cnc(C)cn1)c1ccccc1 (configuration not stated)	0	-0.4	-7	x	-0.9	x	x	x	x
O=C(/C=C/c1ccc(Cl)cc1Cl)N(Cc1ccc(Cl)cc1)C1CCS(=O)(=O)C1 (configuration not stated)	3	-0.1	0	28	0.4	-1	99	-12	-16
CN(CC(=O)Nc1sc2c(c1C#N)CCCCC2)Cc1nc2ccccc2c(=O)[nH]1	-4	1.8	-22	-9	3.1	0	95	-12	7
CC(C)(C)OC(=O)N1CCC[C@H]1C(=O)N/N=C/c1ccc2nccnc2c1	1	0.2	5	6	-0.6	-1	95	-12	3
CCc1c(C)c(C#N)c2nc3ccccc3n2c1Cl	x	x	x	27	x	2	94	-12	-25
CCn1c(CN2CCN(c3ccc(Cl)cc3)CC2)nc2ccccc21	-6	0.3	-16	8	-1.9	2	98	2	2
O=C(NCc1ccc2c(c1)OCO2)c1nn2cccnc2c1Cl	2	-0.6	0	7	0.6	9	106	-16	-3
Cn1cnnc1SCc1ccc(C(=O)O)cc1	3	0.8	-14	12	0.1	8	106	1	0
Cc1ccc(NC(=O)CS(=O)CC(=O)N(c2ccccc2)C(C)C(=O)NC2CCCC2)cc1 (configuration not stated)	-9	-1.4	-13	8	-1.9	2	100	6	-1
COc1ccc(/C=N/NC(=O)CCn2nnc3ccccc32)cc1	7	-0.4	-10	18	-1.2	3	102	-9	1
O=c1c2c3c(sc2nc(N2CCNCC2)n1CCc1ccccc1)CCCCC3	-6	-1.5	-11	x	0.8	5	113	-10	-3
Nc1nc2c(s1)CC(c1ccccc1)CC2 (configuration not stated)	-2	4.4	-16	9	5.5	7	97	6	2
CC(=O)Nc1ccc(C(=O)Nc2nnc(CCc3ccccc3)s2)cc1	-8	3.2	-6	-1	4.3	1	96	-14	4
CCOC(=O)c1oc2nc(CC(C)C)c3c(c2c1N)CCC3	-4	-0.8	-3	-3	-1.3	-2	99	-11	5
Cc1ccc(S(=O)(=O)N2CCN(C(=O)c3cc(=O)c4ccccc4o3)CC2)cc1	2	-0.1	-6	14	-2.0	-2	98	6	-9
CCCCn1c(N)c(N(CCC(C)C)C(=O)CC2CCCCC2)c(=O)[nH]c1=O	-2	-1.3	-5	x	-1.8	x	x	x	x
COc1cccc(CN(C)Cc2c(O)ccc3ccccc23)c1	-10	-0.3	-6	-5	-0.9	2	97	-9	27
CCCc1cc(C(=O)Cc2ccc(F)cc2)c(O)cc1O	-2	2.1	-13	11	-0.7	2	100	-26	10
Cc1ccc(C(=O)CCS(=O)(=O)c2ccc(Br)cc2)cc1	-2	0.4	3	1	-0.1	6	107	-13	-29
CC12CCC(C(=O)O)(c3nc4cc([N+](=O)[O-])ccc4nc31)C2(C)C (configuration not stated)	-4	0.5	-1	x	-0.5	-11	90	-15	-8
COc1cc(CN(C)CC2CCCN(CCc3ccc(F)cc3)C2)c(Cl)cc1O (configuration not stated)	-1	0.1	0	-13	0.7	20	118	-1	-7
CNC(=S)Nc1cccc(S(=O)(=O)NCc2ccco2)c1	-4	0.4	0	x	-0.5	x	x	x	x
O=C(NCCC1=CCCCC1)C1CCN(c2nc3ccccc3o2)CC1	-5	1.4	3	4	-0.4	8	114	2	-1
CCCc1nnc(NC(=O)CCC(=O)N2CCN(Cc3ccc(C)cc3C)CC2)s1	-8	5.9	-9	2	2.3	-4	94	-1	1
CNS(=O)(=O)c1cccc(C(=O)NCC(C)(C)N2CCCCC2)c1	-10	1.1	-6	-4	0.7	2	102	3	-3
N#C/C(C(=O)NCc1ccccc1)=C1/N=C(NC(=O)c2cccs2)c2ccccc21	-6	0.9	7	10	-1.0	-1	93	-14	7
Cc1ccc(C(=O)Nc2ccc(N3CCN(C)CC3)nc2)cc1	-4	0.4	-15	-20	1.3	-1	99	-13	3
COc1cccc(CC2(CO)CCCN(Cc3cn[nH]c3C3CCCCC3)C2)c1 (configuration not stated)	7	-1.6	-5	-14	-0.3	5	112	-12	-17
O=C(O)c1cc2nccc(-c3ccc(F)cc3)n2n1	1	0.9	-5	6	0.1	-5	95	-4	3
Cc1cc(NC(=O)CN(C)C)c([N+](=O)[O-])cc1C	1	-0.2	-15	8	-1.2	-6	92	-4	-10
CC(=O)c1ccccc1OC(=O)COc1ccc(Cl)cc1C	-7	0.1	-16	-5	-0.8	-1	98	-13	12
Cc1cc(C(=O)CSc2nc(N)cc(=O)[nH]2)c(C)n1Cc1ccco1	-5	0.3	0	x	-0.2	2	103	-7	7
Cc1csc(SCC(=O)Nc2sccc2C(N)=O)n1	2	2.3	-5	12	4.3	-16	1.0*[inhibitor]	-8	-10
O=C(CSC1=Nc2ccccc2C2=NC(CC(=O)NC3CCCCC3)C(=O)N12)NCc1ccco1 (configuration not stated)	1	1.0	-12	19	1.3	-1	98	4	-4
Cc1cc(Oc2ccc(Cl)cc2)nc(SCC(=O)c2ccccc2)n1	-7	-0.9	-4	25	-1.3	-1	99	13	0
COc1ccc(-c2csc(NC(=O)c3ccc(S(C)(=O)=O)cc3)n2)cc1	-8	8.1	-15	-5	3.4	-2	94	-8	1
Cc1ccc(S(=O)(=O)N2CCCCC2)cc1C(=O)OCC(=O)NC(=O)NC12CC3CC(CC(C3)C1)C2	-2	-0.1	-3	9	-0.9	0	98	-4	-1
COC(=O)c1ccccc1NC(=O)c1c(O)c2c([nH]c1=O)CCCC2	-2	0.9	-8	6	-0.7	-2	99	-4	1
O=C(NCCO)/C(=C\c1ccco1)NC(=O)c1cccs1	-7	-0.2	-3	-3	0.2	2	98	0	-9
NC(=O)c1cccn(Cc2ccc(C(F)(F)F)cc2)c1=O	-5	5.2	-10	-25	6.6	-6	97	-7	-11
COc1ccc(C(=O)Nc2nc3ccc(OC)cc3s2)cc1	-12	x	x	-5	x	-1	97	-24	6
O=C(CNC(=O)c1ccc(F)cc1)c1ccc(Cl)cc1	-11	2.5	-4	38	0.4	-6	100	2	-12
O=C1CCN(CCc2ccccc2)CCN1[C@H](CSc1ccc(Br)cc1)c1ccccc1	-6	0.7	-2	1	-0.1	5	99	x	x
C=C(Br)CN1[C@@H](Cc2ccccc2)[C@H](O)[C@@]23C=C[C@@H](C[C@@H]2S1(=O)=O)O3	0	0.3	-5	x	2.2	x	x	x	x

Additional results:
SMILES	GalR3 antag	V1aR counter	OXTR potentiator	NALP1 yeast inh	OXTR ag	MEKK2 mut-MEK5	MEKK2 WT-MEK5	GPR7 antag	PfM18AAP inh
Fc1ccccc1-c1cc2cc3c(cc2cn1)OCO3	-7	1.6	-9	x	-0.1	x	x	x	x
CCOc1cc(C(C(=O)NCC2CCCO2)N(C(=O)Cn2nnc3ccccc32)c2ccccc2OC)ccc1O (configuration not stated)	0	-0.6	-6	3	-0.6	-7	97	-16	1
COc1ccc(C(=O)n2nc(C#N)c(C#N)c2N)cc1	-5	-0.4	1	37*	0.5	-13	93	-11	-8
Cc1ccc2c(c1)c(C)cc[n+]2Cc1ccccc1	-11	-0.2	-5	20	-1.4	7	119	4	-4
Cc1cc(C(=O)N2CCC(Cc3ccccc3)CC2)no1	-5	0.0	3	10	-0.8	8	105	-1	0
O=C(CN1CCCc2ccccc21)N/N=C/c1ccc(F)cc1F	-3	-0.1	-14	x	-0.8	-1	100	-8	-3
Cc1ccc(S(=O)(=O)N2CC3CCC2C3)cc1 (configuration not stated)	-2	-0.3	-9	14	-1.1	5	107	-3	1
C/C(CC(=O)Nc1ccc2c(c1)OCCO2)=N\NC(=O)c1ccccc1Cl	-12	-0.9	2	11	0.6	-1	104	-1	-2
Cc1c(N=C2SCC(=O)N2/N=C\c2ccc(Br)cc2)c(=O)n(-c2ccccc2)n1C	-4	-0.9	-1	14	-0.6	1	99	4	6
COc1cc(C(=O)NC(c2ccccc2)c2ccccc2)cc(Cl)c1OC	x	0.3	-3	35	-1.7	16	99	-8	3

Reprinted from above, two compounds:
SMILES	GalR3 antag	V1aR counter	OXTR potentiator	NALP1 yeast inh	OXTR ag	MEKK2 mut-MEK5	MEKK2 WT-MEK5	GPR7 antag	PfM18AAP inh
Cc1c(N=C2SCC(=O)N2/N=C\c2ccc(Br)cc2)c(=O)n(-c2ccccc2)n1C	-4	-0.9	-1	14	-0.6	1	99	4	6
COc1cc(C(=O)NC(c2ccccc2)c2ccccc2)cc(Cl)c1OC	x	0.3	-3	35	-1.7	16	99	-8	3

The results go on:
SMILES	GalR3 antag	V1aR counter	OXTR potentiator	NALP1 yeast inh	OXTR ag	MEKK2 mut-MEK5	MEKK2 WT-MEK5	GPR7 antag	PfM18AAP inh
Cc1ccc(CNC(=O)CCCCCNC(=O)N2CCn3c2nc2ccccc23)cc1	3	-0.7	-2	11	-2.3	2	95	-8	0
O=[N+]([O-])c1ccc(Nc2nc(N3CCOCC3)nc(N3CCOCC3)n2)cc1	1	8.3	-7	x	0.0	x	x	x	x
CCOc1ccccc1NC(=S)N1CCC(NC(=O)NC23CC4CC(CC(C4)C2)C3)CC1	-2	-1.0	5	21	-1.0	-1	101	2	1
Cc1cccn2c(=O)c(/C=C(\C#N)C(N)=O)c(N3CCCCCC3)nc12	-6	-0.3	1	-5	-2.5	7	102	-21	6
Cc1cc(N)ccc1S(C)(=O)=O	-3	2.6	-5	5	1.8	6	107	-15	9
Fc1cccc2sc(N3CCCC3)nc12	-1	-1.1	-12	-27	-1.5	-2	95	1	-11
CN(C)CCNC(=O)c1coc(=O)c(Br)c1	-2	-0.3	-13	8	-0.1	-4	103	-18	-10
Cc1cc(=O)oc2cc(NC(=O)COc3cccc(C(F)(F)F)c3)ccc12	-1	1.3	5	x	0.7	x	x	x	x
O=C(CSc1nnnn1-c1ccc(F)cc1F)Nc1ccccc1F	-2	5.0	-19	12	4.8	0	102	-2	-5
O=C(Cn1ncc(Cl)c(Cl)c1=O)c1ccc2c(c1)OCCO2	-5	0.3	-4	x	-0.8	x	x	x	x
Cc1nnc(NC(=O)CCn2c(=O)oc3ccc(Cl)cc32)s1	-9	-0.1	-3	13	0.5	-1	101	2	1
CCCNC(=O)C1(O)c2cc(Br)ccc2NC(=O)N1c1ccc(Cl)cc1 (configuration not stated)	-14	0.5	-7	23	0.2	12	103	11	14
CCc1ccc(NC(=O)C2=CC(c3cccs3)=NS(=O)(=O)N2C)cc1	x	0.1	-4	5	-1.6	-1	97	-16	4
C=C1CCN([C@@H](Cc2ccccc2)C(=O)NCc2ccc(Cl)c(Cl)c2)S(=O)(=O)c2ccccc21	-2	2.5	-9	x	0.9	-5	90	x	x

Source: PubChem BioAssay (several laboratories)
